VIM-2 inh: blocks Pseudomonas aeruginosa VIM-2 metallo-beta-lactamase; purified VIM-2, nitrocefin hydrolysis, epi-absorbance fluorescence; inhibition, % at 5.6 µM; 290,000 tested, 0.89% active; AID 1527;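 active = inhibition above the mean of all tested compounds plus 3 SD, cutoff set per screening run, cut at about 7.5% in these data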;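 note: red hydrolysis product quenches plate fluorescence so inhibitors raise well fluorescence; 0% = enzyme with DMSO and 100% = DMSO without enzyme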
IMP-1 inh: inhibitors of Pseudomonas aeruginosa IMP-1 metallo-beta-lactamase | purified IMP-1, nitrocefin hydrolysis, epi-absorbance fluorescence | inhibition, % at 5.6 µM | 290,000 tested, 0.45% active | AID 1556;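 active = inhibition above the mean plus 3 SD of all compounds in the same screening run, cut at about 4.5% in these data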;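 note: 0% = IMP-1 with DMSO and 100% = DMSO wells lacking enzyme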
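System: purified IMP-1; amount: IMP-1 0.2 nM before substrate addition; compound: single dose, 5.6 µM; times: 25 °C, 15 min preincubation, 25 min reaction; signal: Epi-absorbance via hydrolysed-nitrocefin quenching of white-plate fluorescence, 480/530 nm, EDTA stop; benchmarks: DMSO with and without IMP-1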
DNA FID counter: counter-screen for HCV NS3 helicase inhibitors: DNA intercalator displacement | DNA fluorescent intercalator displacement, fluorescence | inhibition, % at 7.9 µM | 290,000 tested, 0.17% active | AID 1845; in the data active = inhibition above about 37%;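 note: 0% = vehicle and 100% = reference compound; higher means more ethidium bromide displaced from hairpin DNA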
NS3 helicase inh: blocks Hepatitis C virus NS3 helicase unwinding | NS3 helicase DNA unwinding, Cy5 molecular beacon fluorescence | inhibition, % at 10.9 µM | 290,000 tested, 0.56% active | AID 1800;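 active = inhibition above the mean of all tested compounds plus 3 SD, set per campaign, cut at about 35% in these data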;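 note: 0% = DMSO wells and 100% = thioflavine S control wells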
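System: HCV NS3 helicase fragment; control set: DMSO and thioflavine S; technique: Cy5 fluorescence at 0 and 60 min, beacon hairpin quenching; reagent: beacon DNA duplex substrate plus ATP; replicates: singlicate; schedule: 1 h reaction at 25 °C, ATP-initiated; medium: MOPS buffer pH 6.5 with MgCl2, DTT, Tween20, BSA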
SUMO HTRF inh: inhibitors of human SUMOylation (UBC9); 290,000 tested, 0.36% active; AID 2006; HTRF SUMOylation assay, SAE1/SAE2 + UBC9, in vitro; inhibition, % at 35 µM; P63279; in the data active = inhibition above about 50%, passing the limit was not always enough; note: strong numbers were not always called active
Target sequence (P63279 whole entry, looked up): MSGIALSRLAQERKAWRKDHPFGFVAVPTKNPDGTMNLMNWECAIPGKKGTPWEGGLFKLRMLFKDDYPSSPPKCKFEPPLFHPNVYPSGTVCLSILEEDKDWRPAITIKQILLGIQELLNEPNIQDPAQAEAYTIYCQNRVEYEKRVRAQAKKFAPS
M18AAP inhibitor: blocks P. falciparum M18 aspartyl aminopeptidase; AID 1822; 290,000 tested, 1.2% active; recombinant PfM18AAP, H-Glu-NHMec fluorogenic cleavage; inhibition, % at 7.35 µM;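 active = inhibition above the campaign mean inhibition over all tested compounds plus 3 SD, cut at about 28% in these data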;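 note: 0% = plate median of test compound wells and 100% = 2 mM ZnCl2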
NALP1 yeast inh: blocks the NALP1 inflammasome reconstituted in yeast; S. cerevisiae NALP1/ASC/caspase-1 growth, X-gal OD620, 72 h; inhibition, % at 10 µM; AID 2071; 280,000 tested, 0.61% active; in the data active = inhibition mostly above about 24%, no sharp cut-off; inactive = mostly below about 32%; note: some compounds called inactive have numbers as strong as hits
MEKK2wt PB1 HTS: raises or lowers MEK5 binding to wildtype human MEKK2 PB1 domain; Q9Y2U5; bead flow cytometry, Alexa488-MEK5 binding to MEKK2 WT; actives lie on both sides; binding response (% of control), % at 10 µM; 290,000 tested, 1.1% active; AID 1531; in the data active = binding response below about 67% or above about 130%
MEKK2mut PB1 HTS: signal of MEK5 binding to mutant human MEKK2 PB1 domain; 290,000 tested, 0.35% active; bead flow cytometry, Alexa488-MEK5 binding to MEKK2 mutant; percent response, % at 10 µM; AID 1530; in the data active = percent response above about 24%, passing the limit was not always enough; note: inactives centre near 1; some results filed as inactive read as strong as hits
The depositor's hits bear a star; nt = not tested or not shown.

Under each structure – VIM-2 inh	IMP-1 inh	DNA FID counter	NS3 helicase inh	SUMO HTRF inh	M18AAP inhibitor	NALP1 yeast inh	MEKK2wt PB1 HTS	MEKK2mut PB1 HTS
> Cc1cc(N2CCCC2)nc(SCC(=O)c2ccccc2)n1
 : -3.1	0.7	-2.2	-1.8	-6.6	0.9	4.9	99.0	5.0
> O=C(Cc1ccccc1)N/N=C/c1cc(Br)cc(Br)c1O
 : -1.4	-0.1	-4.9	9.3	-36.5	-2.1	-2.9	102.0	0.0
> CCC(NC(=O)c1cc(COc2ccc(OC)cc2Cl)on1)c1ccncc1 (stereo not drawn)
 : -2.3	-0.1	-18.0	-14.7	10.7	-5.9	7.9	105.0	7.0
> Cc1cc(C)c2c(N)c(C(=O)c3cccc(Cl)c3)sc2n1
 : -1.8	-0.4	-3.9	-1.3	20.3	4.2	31.9	100.0	7.0
> COCCCNC(=O)c1cccc(C(=O)NCCCOC)c1
 : -4.9	1.1	0.2	-3.5	-4.4	1.0	-14.0	111.0	14.0
> Cc1ccc(C2=[N+]([O-])C3(CCCCC/C3=N\NC(N)=S)N(O)C2(C)C)o1 (stereo not drawn)
 : -4.4	-5.3	-2.1	4.5	-8.0	7.7	-10.2	nt	nt
> C/C(Cl)=C/CN1C(=O)C2C3C=CC(C3)C2C1=O (stereo not drawn)
 : -3.2	-5.3	1.4	5.8	4.3	0.6	30.7	93.0	-10.0
> CCOc1ccc(NC(=O)N(C2CCCCC2)C2CCN(C(C)=O)CC2)cc1
 : 0.1	-1.9	-1.1	9.8	nt	-1.0	nt	107.0	13.0
> Cc1ccc(SCCN2CCC(C)CCC2=O)cc1 (stereo not drawn)
 : -1.8	-2.0	-31.7	1.1	1.4	-2.0	-1.0	93.0	-4.0
> Cc1cc(C)nc(SCc2ccc(C(=O)O)o2)n1
 : 0.1	-0.8	-2.8	5.5	-1.6	-4.1	6.1	106.0	6.0
> O=C(NCC(=O)N(Cc1ccc(F)cc1)C(C(=O)NC1CCCC1)c1ccco1)c1ccco1 (stereo not drawn)
 : -2.5	-3.6	-26.6	11.8	1.8	-9.2	12.5	100.0	0.0
> COc1cc2c(cc1OC)CN(S(=O)(=O)c1ccccc1F)CC2
 : -1.4	-1.0	-12.8	3.8	-13.4	-2.8	26.1	103.0	-2.0
> CCCOc1ccc(/C=N/NC(=O)CSCc2ccc([N+](=O)[O-])cc2)cc1OCC
 : -1.2	-3.8	-7.0	12.6	-3.8	4.3	18.4	106.0	1.0
> CN(Cc1cccs1)C(=O)CSc1nnnn1C
 : 1.5	0.1	1.1	1.4	5.6	-15.9	10.8	101.0	4.0
> Cc1c(C(=O)N2c3ccccc3CC2C)oc2ccccc12 (stereo not drawn)
 : -3.1	-3.5	-22.6	-5.0	-10.3	-0.9	6.9	104.0	9.0
> O=C(c1cccc([N+](=O)[O-])c1)n1nc(-c2ccccc2)nc1NCc1ccccc1
 : -3.4	-4.2	5.0	0.5	10.5	-6.8	47.1	105.0	14.0
> Cc1ccc2cc(CN(Cc3ccc4c(c3)OCO4)Cc3nnnn3Cc3ccco3)c(=O)[nH]c2c1C
 : 0.7	-3.2	-2.5	25.7	11.6	14.8	-16.5	96.0	1.0
> COc1ccc(-c2cc(C(=O)Nc3ccccc3O)c3ccccc3n2)cc1OC
 : -3.2	-2.3	-28.0	-0.6	8.2	5.3	9.0	94.0	2.0
> C#CCNc1c2c(nc3nnnn13)CCCC2
 : -5.0	-1.0	-3.1	-16.2	9.8	0.3	14.5	113.0	0.0
> Cc1nc(SCC(=O)O)c(C#N)c2c1CCCC2
 : -2.4	-2.2	-3.1	13.2	11.3	-1.0	-14.1	107.0	4.0
> O=C(COc1cccnc1[N+](=O)[O-])N1N=C(c2ccc(Cl)cc2)CC1c1ccco1 (stereo not drawn)
 : -0.4	-2.6	-0.7	1.6	-4.0	3.8	22.6	97.0	-3.0
> CCCC(CCC)C(=O)NNc1cc(=O)c2c(=O)n(C)c(=O)n(C)c2[nH]1
 : -3.2	-1.7	1.8	5.7	-9.4	2.0	18.0	nt	nt
> COc1ccccc1OCC(=O)Nc1oc(-c2ccccc2)c(-c2ccccc2)c1C#N
 : -3.4	-3.1	-6.5	-0.1	-17.1	8.2	28.0	94.0	-3.0
> CCOC(=O)C1=C(C)NC2=C(C(=O)c3ccccc32)C1c1cccnc1 (stereo not drawn)
 : 3.2	1.6	-18.8	-3.6	-0.7	8.4	20.1	96.0	-4.0
> COc1ccc(-c2cn3cccnc3n2)cc1NC(=O)C1CCCC1
 : -1.6	-4.3	-9.0	9.1	25.0	-0.6	9.7	103.0	9.0
> Nc1nc(SCC(=O)N2CCN(c3ccccc3)CC2)n[nH]1
 : -1.2	-4.0	-6.6	3.7	1.1	-6.6	0.0	107.0	8.0
> Cc1cccc(C)c1NC(=O)CSc1nnc(-c2ccoc2C)n1CCc1ccccc1
 : -4.0	-2.5	-38.2	-0.3	6.3	-6.3	3.4	nt	nt
> CCCNC(=O)C(Sc1ccccc1)c1ccccc1 (stereo not drawn)
 : 0.8	-4.5	-2.7	-14.1	12.2	-0.7	31.6	104.0	0.0
> O=C(NCCc1c[nH]c2ccccc12)C1CCN(S(=O)(=O)c2ccc(F)cc2)CC1
 : 0.9	-1.9	-22.5	-5.9	4.1	-1.1	10.3	103.0	5.0
> C/C(Cc1ccccc1)=N\NC(=O)CNC(=O)COc1cccc(C)c1
 : -3.3	-3.0	-14.0	-0.8	8.7	2.3	2.1	100.0	0.0

Overlap with the part before: four compounds; new compounds follow.
Under each structure – VIM-2 inh	IMP-1 inh	DNA FID counter	NS3 helicase inh	SUMO HTRF inh	M18AAP inhibitor	NALP1 yeast inh	MEKK2wt PB1 HTS	MEKK2mut PB1 HTS
> Cc1cccc(C)c1NC(=O)CSc1nnc(-c2ccoc2C)n1CCc1ccccc1
 : -4.0	-2.5	-38.2	-0.3	6.3	-6.3	3.4	nt	nt
> CCCNC(=O)C(Sc1ccccc1)c1ccccc1 (stereo not drawn)
 : 0.8	-4.5	-2.7	-14.1	12.2	-0.7	31.6	104.0	0.0
> O=C(NCCc1c[nH]c2ccccc12)C1CCN(S(=O)(=O)c2ccc(F)cc2)CC1
 : 0.9	-1.9	-22.5	-5.9	4.1	-1.1	10.3	103.0	5.0
> C/C(Cc1ccccc1)=N\NC(=O)CNC(=O)COc1cccc(C)c1
 : -3.3	-3.0	-14.0	-0.8	8.7	2.3	2.1	100.0	0.0
> COc1ccc(OC)c(N(CC(=O)N2CCCC2)S(C)(=O)=O)c1
 : -2.3	-3.3	-4.2	0.3	-0.3	-1.8	-7.6	104.0	13.0
> Cc1cc(N2CCCN(C)CC2)nc2cc(Cl)ccc12
 : 1.2	-1.3	12.7	-4.2	16.4	2.3	28.3	111.0	13.0
> C(#CC12CC3CC(CC(C3)C1)C2)CN1CCOCC1
 : 0.8	-0.9	-10.4	-2.7	-6.2	-1.9	33.6	95.0	-7.0
> Cc1ccn(CCSCC(=O)O)n1
 : -1.4	0.4	3.5	-3.2	1.0	-12.8	2.4	99.0	2.0
> CCOC(=O)c1ccsc1NC(=O)CCS(=O)(=O)c1ccccc1
 : -2.6	1.1	-20.2	20.3	12.4	4.2	23.6	104.0	7.0
> O=S(=O)(c1c(F)cccc1F)N1CCN(C(=S)NCc2ccc3c(c2)OCO3)CC1
 : -0.6	-2.1	-4.2	-7.9	4.2	0.5	-3.0	55.0	-14.0
> CN1CCN(NC(=O)Nc2ccc(Br)cc2Cl)CC1
 : -0.7	-5.0	1.7	-3.4	-0.3	4.8	7.2	104.0	4.0
> Cc1oc(-c2ccccc2Cl)nc1CSCC(=O)NC1CCCC1
 : -2.8	-0.8	-26.7	-6.0	4.0	3.6	-2.9	91.0	0.0
> COc1cccc(Nc2nnc(SCc3cc([N+](=O)[O-])cc4c3OCOC4)s2)c1
 : -5.1	-5.1	-0.9	6.7	-2.8	1.8	nt	101.0	4.0
> Cc1ccc(CCNC(=O)C2CC(=O)N(CCc3ccccc3)C2)cc1 (stereo not drawn)
 : -0.2	-0.5	-36.9	-7.5	nt	-7.5	23.0	103.0	1.0
> O=[N+]([O-])c1ccc2c(c1)C=C1CCCCC1(N1CCCCC1)O2 (stereo not drawn)
 : -0.5	-2.6	-4.1	0.2	-16.3	1.9	-1.1	98.0	0.0
> O=C(Nc1ccncc1)Nc1ccc(Cl)cc1
 : -1.6	-2.4	12.1	-10.9	3.7	-3.3	10.0	104.0	-4.0
> COc1ccc(C(CNC(=O)c2oc3cc(C)c(C)cc3c2C)N2CCCCC2)cc1 (stereo not drawn)
 : 2.3	-2.0	-4.1	-45.4	-8.3	-10.5	23.9	127.0	8.0
> COc1ccc(C(=O)Nc2c(N)nc(SCC(=O)NCC3CCCO3)[nH]c2=O)cc1OC (stereo not drawn)
 : -3.0	-1.5	-6.3	4.9	-1.7	4.4	-3.0	108.0	8.0
> CCOc1ccc(CCNC(=O)c2ccc(CS(=O)Cc3ccc(Cl)cc3)o2)cc1 (stereo not drawn)
 : -2.1	-1.3	-66.2	-4.3	0.3	-3.7	5.8	96.0	3.0
> O=S(=O)(c1ccc(-c2n[nH]c(=S)o2)cc1)N1CCCCC1
 : -2.9	-3.6	-18.3	0.9	-0.6	5.3	-12.4	100.0	-2.0
> CCOC(=O)C1CCN(C(=O)COc2cc(C)c(Br)c(C)c2)CC1
 : 0.2	-1.1	-37.4	-7.5	-4.5	0.2	-12.2	105.0	5.0
> Cc1nn2c(-c3ccccc3)ccnc2c1Br
 : 2.1	-5.0	-10.4	-9.8	16.8	3.0	14.9	110.0	9.0
> Cc1ccc(O)c(Nc2ncnc3ccccc23)c1
 : 0.7	-1.1	-0.1	13.1	0.9	-8.6	10.5	94.0	-1.0
> O=C(C1CCN(S(=O)(=O)c2cccs2)CC1)N1CCN(Cc2ccccc2)CC1
 : -1.2	-0.6	-13.6	-18.2	0.0	7.4	8.5	90.0	-8.0
> CC(C)(C)OC(=O)NC1CC2CCCC(C1)N2Cc1ccccc1 (stereo not drawn)
 : 0.2	-1.2	-2.0	6.2	-2.9	-3.7	28.7	101.0	-4.0
> Cc1nc(CSc2ccc(Br)cc2)cs1
 : -0.4	-1.5	-11.3	-5.2	5.3	-1.6	1.4	100.0	1.0
> O=C(O)c1cc(S(=O)(=O)NC2CCCc3ccccc32)ccc1O (stereo not drawn)
 : -2.0	-4.1	-29.6	7.4	4.2	6.5	1.9	96.0	1.0
> CCOc1cnn(-c2cc(Oc3ccc(C)cc3)ncn2)c(=O)c1Cl
 : -5.1	-7.9	-16.3	-6.7	2.9	3.1	8.2	105.0	8.0
> CN(C)CCCN1c2ccccc2CCc2ccc(Cl)cc21
 : -3.0	-1.5	20.2	-73.8	-5.3	4.4	38.4	148.0*	13.0

Reformatted with bars between the fields: entries from further up
Molecule | VIM-2 inh | IMP-1 inh | DNA FID counter | NS3 helicase inh | SUMO HTRF inh | M18AAP inhibitor | NALP1 yeast inh | MEKK2wt PB1 HTS | MEKK2mut PB1 HTS
Cc1ccc(CCNC(=O)C2CC(=O)N(CCc3ccccc3)C2)cc1 (stereo not drawn) | -0.2 | -0.5 | -36.9 | -7.5 | nt | -7.5 | 23.0 | 103.0 | 1.0
O=[N+]([O-])c1ccc2c(c1)C=C1CCCCC1(N1CCCCC1)O2 (stereo not drawn) | -0.5 | -2.6 | -4.1 | 0.2 | -16.3 | 1.9 | -1.1 | 98.0 | 0.0
